# UPR XBP1 act = activators of adaptive XBP1 UPR arm, primary screen, cell-based, CHO-XBP1 luciferase reporter, luminescence, uHTS; IRE1-XBP1 UPR activation; percent of tunicamycin response, DMSO as zero; hit rate 0.33% among 330,000; AID 463104, 2010; activation, % at 20 µM;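 active = versus positive control, 20 µM dose yields 30% or more activation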;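 also: 100% = tunicamycin at 10 µg/mL and 0% = DMSO only wells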
#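 Material: CHO-XBP1 cells stably carrying IRE1-XBP1-driven luciferase reporter / Amount: 1000 cells per well / Compound: 20 µM, 1% DMSO / Times: 6 h treatment, 37 °C / Detection: luciferase luminescence / Measure: % activation of reporter signal versus tunicamycin and DMSO controls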
# CXCR6 inh = CXCR6 receptor inhibitors, primary screen, cell-based, beta-arrestin, luminescence, CHO-K1 PathHunter, 1536-well | C-X-C chemokine receptor type 6 (Homo sapiens), O00574 | inhibition, % at 20 µM | hit rate 0.36% among 360,000 | AID 602244, 2012; in the data active = inhibition above about 34%, passing the limit was not always enough;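 also: antagonist mode with CXCL16 agonist at 10 nM final; 0% = 10 nM CXCL16 with DMSO and 100% = unstimulated wells without agonist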
# Target sequence (O00574 whole entry, looked up): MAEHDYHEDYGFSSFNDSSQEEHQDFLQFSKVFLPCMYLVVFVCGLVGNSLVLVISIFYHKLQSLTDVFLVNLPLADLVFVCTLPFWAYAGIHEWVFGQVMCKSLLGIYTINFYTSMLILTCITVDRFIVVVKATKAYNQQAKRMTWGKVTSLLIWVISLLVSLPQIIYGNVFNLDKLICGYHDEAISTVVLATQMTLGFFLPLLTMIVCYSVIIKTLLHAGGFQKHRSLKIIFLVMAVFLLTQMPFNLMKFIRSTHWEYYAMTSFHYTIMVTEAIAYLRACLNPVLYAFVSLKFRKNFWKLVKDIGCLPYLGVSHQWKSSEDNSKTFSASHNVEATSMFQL
# tim23-1 inh = growth inhibitors of tim23-1 mutant yeast, primary screen, luminescence, uHTS; hit rate 1.3% among 330,000; inhibition, % at 20 µM; S. cerevisiae tim23-1 growth, BacTiter-Glo luminescence, 24 h; AID 463212, 2010;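 active = growth inhibition of the mutant yeast at or above 50%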;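 also: temperature-sensitive mutant grown at 25 °C; plate controls were DMSO-treated mutant yeast for no effect and medium wells lacking yeast for full effect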
# TIM10 inh = growth inhibitors of isogenic TIM10 control yeast, primary screen, counter-screen for tim10-1 yeast inhibitor project, luminescence, uHTS | S. cerevisiae TIM10 strain growth, BacTiter-Glo luminescence, 24 h | inhibition, % at 10 µM | hit rate 1.4% among 330,000;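 active = inhibition of 40% or more at the single tested concentration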;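 also: wild-type TIM10 isogenic control strain grown at permissive 25 °C; 0% = DMSO yeast wells and 100% = minimal medium wells without yeast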
# APJ ag = agonists of human apelin receptor APJ, primary screen, CHO-K1 cells, PathHunter beta-arrestin, luminescence. hit rate 0.11% among 330,000. 0% DMSO wells, 100% apelin. activation, % at 20 µM;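 active = activation more than six SD over the plate average, tested at 20 µM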;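 also: 0% = DMSO alone and 100% = apelin-13 at 10 nM; some results filed as inactive read as strong as hits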
# Target sequence (P35414 whole entry, looked up): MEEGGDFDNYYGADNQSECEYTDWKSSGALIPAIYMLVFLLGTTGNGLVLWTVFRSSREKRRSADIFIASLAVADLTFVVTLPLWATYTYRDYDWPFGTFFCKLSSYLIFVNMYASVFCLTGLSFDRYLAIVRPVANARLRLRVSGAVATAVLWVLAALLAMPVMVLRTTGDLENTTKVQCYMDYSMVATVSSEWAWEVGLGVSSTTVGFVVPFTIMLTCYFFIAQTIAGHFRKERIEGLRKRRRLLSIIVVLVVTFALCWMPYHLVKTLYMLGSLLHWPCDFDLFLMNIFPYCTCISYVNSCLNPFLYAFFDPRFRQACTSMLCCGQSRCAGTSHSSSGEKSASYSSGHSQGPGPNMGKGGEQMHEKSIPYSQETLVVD
#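 Assay system – PathHunter CHO-K1 APJ (AGTRL-1) beta-arrestin reporter cells · Compound – one dose, 20 µM compound, 1% DMSO · Timing – compound 90 min 25 °C, reagent 1 h · Measured by – luminescence from split beta-galactosidase complementation, Galacton Star/Emerald II substrate · Measure – beta-arrestin recruitment to APJ as agonist activity, luminescent signal · Benchmarks – DMSO vs Apelin-13 10 nM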
# UPR CHOP act = activators of apoptotic CHOP UPR arm, primary screen, cell-based, CHO-CHOP luciferase reporter, luminescence, uHTS. UPR activation; percent of tunicamycin response over DMSO baseline. hit rate 0.34% among 330,000. activation, % at 10 µM;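 active = at 10 µM dose, activation of 40% or more, normalized to positive control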;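 also: 100% = tunicamycin at 10 µg/mL and 0% = DMSO alone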
#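 measured by = luciferase luminescence | assay system = CHO-CHOP cells, stable luciferase reporter of PERK-eIF2a-CHOP signalling | amount = 500 reporter cells seeded per well | timing = 6 h compound exposure at 37 °C after overnight seeding | controls = positive tunicamycin 10 µg/mL, negative DMSO alone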
# APJ antagonist = antagonists of human apelin receptor APJ, primary screen, CHO-K1 cells, beta-arrestin complementation, luminescence | P35414 | inhibition, % at 20 µM | hit rate 0.32% among 330,000 | AID 2521, 2010;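 active = inhibition above about 40% at 20 µM, limit read from the data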;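 also: cells challenged with 10 nM apelin-13 agonist together with compound; plate controls were apelin-13 plus DMSO wells for no effect and DMSO wells lacking apelin-13 for full effect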
# tim10-1 inh = growth inhibitors of tim10-1 mutant yeast, primary screen, luminescence, uHTS; S. cerevisiae tim10-1 ts strain growth, BacTiter-Glo, 24 h; inhibition, % at 20 µM; hit rate 2.2% among 330,000;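 active = inhibition of at least 40%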;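 also: mutant grown at 25 °C; 0% = DMSO wells with yeast and 100% = wells holding no yeast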
# Mdm2 MdmX PPI = inhibitors of human Mdm2-MdmX association, primary screen, cell-based, luminescence, split luciferase, SaOS-2, uHTS. hit rate 3% among 330,000. AID 485346, 2010. SaOS-2 split-luciferase Mdm2/MdmX complementation. inhibition, % at 8 µM;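 active = inhibition of at least 50% at 8 µM in the primary screen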
# * marks the source's active call; other numbers are inactive results; · = no result given; & = joins results of further samples.
# Letters: A = UPR XBP1 act; B = CXCR6 inh; C = tim23-1 inh; D = TIM10 inh; E = APJ ag; F = UPR CHOP act; G = APJ antagonist; H = tim10-1 inh; I = Mdm2 MdmX PPI
CCCCCCO
  A: -3; B: 1; C: 4; D: 6; E: -2; F: 0.5; G: -8; H: 5; I: 20

Cc1c(NC(=O)c2cccnc2)c(=O)n(-c2ccccc2)n1C
  A: 1; B: -5; C: -9; D: 0; E: -3; F: 0.9; G: 5; H: -4; I: 14

CC(=O)NC(Cc1ccccc1)C(=O)O (configuration not stated)
  A: -2; B: 10; C: -3; D: -5; E: 0; F: 1.4; G: -34; H: -7; I: -1

CN(C)CCOC(C)(c1ccccc1)c1ccccn1 (configuration not stated)
  A: -8; B: 7; C: 1; D: 4; E: -6; F: -0.3; G: 4; H: 6; I: 0

CN1CCN(CCC(=O)N2c3ccccc3Sc3ccc(C(F)(F)F)cc32)CC1
  A: 0; B: 0; C: -6; D: -2; E: -4; F: -2.0; G: 11; H: 5; I: 13

O=C(NCCc1c[nH]c2ccccc12)c1cccnc1
  A: -5; B: 2; C: 10; D: 4; E: 1; F: 2.0; G: 1; H: -10; I: -15

CC[n+]1c(C)sc2cc(OC)ccc21
  A: 0; B: 8; C: 24; D: 9; E: -1; F: -1.8; G: 6; H: 16; I: 6

O=C(c1ccc(F)cc1)C1CCN(CCn2c(=O)[nH]c3ccccc3c2=O)CC1
  A: -6&-1; B: 1&-2; C: 7&-18; D: 8&-4; E: 0&1; F: 0.2&0.2; G: -3&-13; H: -15&-1; I: -8&23

CCOc1ccc(C(=O)OCCN(CC)CC)cc1
  A: -1; B: -4; C: 4; D: -20; E: -5; F: -2.4; G: -23; H: -10; I: -11

CCN(CC)CCNC(=O)c1cc(Cl)c(N)cc1OC
  A: -8; B: 1; C: -10; D: -5; E: -1; F: -2.0; G: 11; H: -9; I: 7

CN1CCN(C(c2ccccc2)c2ccccc2)CC1
  A: 3; B: 8; C: -4; D: 11; E: -5; F: -1.4; G: 12; H: 5; I: 15

CCC(C)n1ncn(-c2ccc(N3CCN(c4ccc(OCC5COC(Cn6cncn6)(c6ccc(Cl)cc6Cl)O5)cc4)CC3)cc2)c1=O (configuration not stated)
  A: -1; B: -4; C: -174; D: -92; E: -4; F: 5.5; G: -11; H: -80; I: 29

CC(=O)Nc1ccc(C(=O)O)cc1
  A: 1; B: -5; C: 6; D: 3; E: -5; F: 0.6; G: -1; H: 2; I: 23

C=C[C@@H]1CN2CCC1C[C@@H]2[C@@H](O)c1ccnc2ccc(OC)cc12 (some centres not stated)
  A: -6; B: 4&6; C: -1; D: 6; E: 4; F: -0.5; G: 2; H: 3; I: 1

O=C(CCN1CCC(c2ccccc2)C1)c1ccc2c(c1)OCCO2 (configuration not stated)
  A: -10; B: 12; C: 16; D: 8; E: -3; F: 5.2; G: 10; H: 38; I: 6

CCOC(=O)c1ccc(N)cc1
  A: -6; B: -5; C: 1; D: -7; E: -3; F: -0.3; G: 11; H: -14; I: 4

COc1ccc(C(=O)NCc2ccc(OCCN(C)C)cc2)cc1OC
  A: -2; B: 0; C: -8; D: 2; E: -1; F: -0.8; G: -11; H: 14; I: 17

CC(=O)c1ccc(S(=O)(=O)NC(=O)NC2CCCCC2)cc1
  A: -7; B: 0; C: 6; D: -1; E: -1; F: -1.2; G: -10; H: -4; I: 36

OCCN1CCN(CCCN2c3ccccc3Sc3ccc(Cl)cc32)CC1
  A: -5; B: -1; C: -1; D: 19; E: ·; F: 0.0; G: ·; H: 43*; I: 46

COc1ccccc1N1CCN(CCCNc2cc(=O)n(C)c(=O)n2C)CC1
  A: -5; B: 3; C: -9; D: 3; E: -5; F: -1.2; G: -17; H: -6; I: 1

c1ccc(CN(CC2=NCCN2)c2ccccc2)cc1
  A: -8; B: 9&6; C: 2; D: 3; E: -6; F: -0.2; G: 11; H: -12; I: -8

OC(C#CCN1CCCC1)(c1ccccc1)c1ccccc1
  A: -8; B: 2; C: -96; D: -38; E: -2; F: 0.9; G: 21; H: -32; I: 4

Cc1ccc(CN2CCN(Cc3cccc4nccnc34)CC2CCO)cc1 (configuration not stated)
  A: 2; B: 5; C: -3; D: -17; E: -1; F: -1.6; G: 0; H: 6; I: 25

Cn1c(=O)c2c(ncn2CC2OCCO2)n(C)c1=O
  A: -4; B: -1; C: 19; D: 7; E: -4; F: 0.6; G: 16; H: -10; I: -28

C[C@]12CCC(=O)C=C1CC[C@@H]1[C@@H]2CC[C@@]2(C)[C@H]1CC[C@]2(O)C(=O)CO
  A: -6; B: 2; C: 14; D: 1; E: 8; F: 0.2; G: -1; H: -2; I: -13

C1CCC(C(CC2CCCCN2)C2CCCCC2)CC1 (configuration not stated)
  A: 11; B: -6&-6; C: -5; D: 22; E: -3; F: 8.2; G: 19; H: 3; I: 100*

NC(=O)c1cn(Cc2c(F)cccc2F)nn1
  A: -7; B: 0; C: 14; D: 4; E: -1; F: 2.7; G: -3; H: -1; I: 17

COc1cc2c(c(OC)c1OC)-c1c(cc3c(c1OC)OCO3)[C@@H](OC(C)=O)[C@H](C)[C@H](C)C2
  A: -3; B: 5; C: 34; D: 16; E: -6; F: 0.9; G: 9; H: 35; I: 26

CC[N+](C)(CC)CCOC(=O)C(O)(c1ccccc1)C1CCCCC1 (configuration not stated)
  A: -5; B: 5; C: 11; D: 6; E: 3; F: 0.4; G: 8; H: -11; I: 20

CC(C(=O)O)c1ccc(C(=O)c2cccs2)cc1 (configuration not stated)
  A: -5; B: 2; C: -5; D: 2; E: -5; F: 0.5; G: 21; H: -17; I: 11

O=C(CCNNC(=O)c1ccncc1)NCc1ccccc1
  A: -8; B: 4; C: 25; D: 6; E: 1; F: 2.1; G: 7; H: 14; I: -10

CCCn1cnc2c1c(=O)n(CCCCC(C)=O)c(=O)n2C
  A: 3; B: -12; C: 5; D: -1; E: 3; F: -0.7; G: 2; H: -18; I: 6

CCN(CC)CCOC(=O)C1(c2ccccc2)CCCC1
  A: 0; B: -4; C: -3; D: 2; E: 0; F: -0.5; G: -2; H: -20; I: 9

C=C[C@H]1CN2CC[C@H]1C[C@@H]2[C@@H](O)c1ccnc2ccc(OC)cc12
  A: -8; B: 6&8&13; C: -3; D: 0; E: 2; F: 1.7; G: 3; H: -12; I: -4

CCc1cc(=O)oc2c(CNC(Cc3ccccc3)C(=O)O)c(O)ccc12 (configuration not stated)
  A: -1; B: ·; C: 11; D: 7; E: -4; F: 1.2; G: 16; H: 9; I: 16

COc1ccc(/C=C/C(=O)Nc2ccccc2C(=O)O)cc1OC
  A: -12; B: 4; C: -5; D: 10; E: -4; F: -5.0; G: 8; H: -10; I: 62*

O=S(=O)(c1cccc2cnccc12)N1CCCNCC1
  A: -5; B: 0; C: -16; D: 3; E: 3; F: -1.2; G: 17; H: -15; I: 59*

COC(=O)c1ccc(O)cc1
  A: -2; B: -1; C: 26; D: 17; E: -1; F: 1.6; G: 15; H: 7; I: 18

Cc1nc2ccccn2c(=O)c1CCN1CCC(C(=O)c2ccc(F)cc2)CC1
  A: -5; B: -6; C: -14; D: 10; E: -1; F: 8.4; G: -9; H: 0; I: -1

CN1CCOC(c2ccccc2)c2ccccc2C1 (configuration not stated)
  A: -6; B: -5; C: -9; D: 1; E: -3; F: 0.5; G: 6; H: -8; I: 13

CC(COc1ccccc1)NC(C)C(O)c1ccc(O)cc1 (configuration not stated)
  A: -12; B: -2; C: 6; D: 0; E: -4; F: 1.6; G: 9; H: 9; I: 5

CC1(C)Cc2c(sc(NC(=S)NC(=O)c3ccccc3)c2C(=O)O)CO1
  A: -2; B: 23; C: 27; D: -21; E: -7; F: -1.1; G: 26; H: 18; I: 17

C/C=C(/C)C(=O)O[C@@H]1c2c(ccc3ccc(=O)oc23)OC(C)(C)[C@@H]1OC(=O)/C(C)=C\C
  A: -1; B: 4; C: 45; D: 23; E: -1; F: -0.6; G: 8; H: 36; I: 30

CC(=O)OCC1=C[C@@H]2OC(=O)C3=CO[C@@H](O[C@@H]4O[C@H](CO)[C@@H](O)[C@H](O)[C@H]4O)[C@H]1[C@@H]32
  A: 0; B: -2; C: -9; D: -6; E: -2; F: -1.2; G: -4; H: -19; I: 22

Oc1ccc(/C=C/c2cc(O)cc(O)c2)cc1
  A: -1; B: -6; C: 0; D: 10; E: -5; F: 3.3; G: -15; H: 6; I: -133

# Arranged by heavy-atom count (low to high): some entries from above
# Letters: A = UPR XBP1 act; B = CXCR6 inh; C = tim23-1 inh; D = TIM10 inh; E = APJ ag; F = UPR CHOP act; G = APJ antagonist; H = tim10-1 inh; I = Mdm2 MdmX PPI
COC(=O)c1ccc(O)cc1
  A: -2; B: -1; C: 26; D: 17; E: -1; F: 1.6; G: 15; H: 7; I: 18

CC(COc1ccccc1)NC(C)C(O)c1ccc(O)cc1 (configuration not stated)
  A: -12; B: -2; C: 6; D: 0; E: -4; F: 1.6; G: 9; H: 9; I: 5

CC1(C)Cc2c(sc(NC(=S)NC(=O)c3ccccc3)c2C(=O)O)CO1
  A: -2; B: 23; C: 27; D: -21; E: -7; F: -1.1; G: 26; H: 18; I: 17

CCc1cc(=O)oc2c(CNC(Cc3ccccc3)C(=O)O)c(O)ccc12 (configuration not stated)
  A: -1; B: ·; C: 11; D: 7; E: -4; F: 1.2; G: 16; H: 9; I: 16

# The list goes on:
# Letters: A = UPR XBP1 act; B = CXCR6 inh; C = tim23-1 inh; D = TIM10 inh; E = APJ ag; F = UPR CHOP act; G = APJ antagonist; H = tim10-1 inh; I = Mdm2 MdmX PPI
CCOc1ccc(NC(=O)Cn2cc(C(=O)c3ccco3)c3ccccc32)cc1
  A: 0; B: 4; C: 15; D: -2; E: 1; F: 0.1; G: -16; H: 6; I: -5

C=CC1=C(C(=O)O)N2C(=O)[C@@H](NC(=O)/C(=N\O)c3csc(N)n3)[C@H]2SC1 (stereo in doubt)
  A: -3; B: -5; C: -17; D: 3; E: -2; F: -0.7; G: 7; H: 5; I: 11

Cc1cc(-c2ccccc2)nnc1NCCN1CCOCC1
  A: -7; B: -4; C: -5; D: 9; E: -2; F: 0.0; G: -9; H: 2; I: 11

CCCNC(C)C(=O)Nc1c(C)csc1C(=O)OC (configuration not stated)
  A: -10; B: 11; C: 9; D: 1; E: -2; F: 0.1; G: 11; H: 8; I: 12

c1ccc(CC2=NCCN2)cc1
  A: -7; B: 3; C: -15; D: 0; E: -5; F: 0.3; G: 0; H: -9; I: 0

# Bioassay records: PubChem, Sanford-Burnham Center for Chemical Genomics

# Only part of the results is shown; rates above refer to the full screens.
